From PubChem BioAssay
CIT2 TOR yeast: alters CIT2-GFP fluorescence in TOR pathway yeast screen; S. cerevisiae CIT2-GFP strain, flow cytometry, 3 h; 100 means same as DMSO wells; 320,000 tested, 0.065% active; GFP response vs DMSO, % at 10 µM; AID 2029;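 active = GFP response relative to DMSO above a set limit, near the screen mean plus 3 SD, cut at about 150% in these data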;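 also: ratio of well median GFP fluorescence to mean of DMSO wells on the plate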
VLA-4 inh: inhibition in a human VLA-4 binding assay. AID 2557. VLA-4 expressing cells, ligand binding flow cytometry. P13612. 330,000 tested, 0.2% active. inhibition, % (about 7 µM as worked out from the volumes in the protocol); in the data active = inhibition above about 50%
MEP2-GFP yeast: modulators of TOR pathway MEP2-GFP in S. cerevisiae; S. cerevisiae MEP2-GFP strain, flow cytometry GFP, 3 h; 100% = DMSO control level; 330,000 tested, 0.51% active; GFP response vs DMSO, % at 10 µM;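 active = GFP response versus DMSO above a set limit, roughly screen mean plus 3 SD, cut at about 180% in these data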;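 also: median GFP fluorescence of the barcode-gated MEP2-GFP cells per well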
CR mimetic SO: caloric restriction mimetics inhibiting age-related superoxide in yeast; S. cerevisiae aged cells, superoxide DHE fluorescence; active compounds read low; superoxide response (% of plate mean), % at 10 µM; 330,000 tested, 0.18% active; AID 2690;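 active = superoxide response under a set limit, about three screen SD below normal, cut at about 65% in these data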;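 also: yeast aged for seven days with compound at 30 °C before DHE staining; 100% = average MFI of all compound-treated wells on the plate with controls excluded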
AGP1-GFP MLPCN: yeast TOR pathway AGP1-GFP modulation; S. cerevisiae AGP1-GFP multiplex flow cytometry, 3 h; GFP as percent of DMSO wells; GFP response vs DMSO, % at 10 µM; 320,000 tested, 0.02% active; AID 2066;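 active = GFP response relative to DMSO above a set limit, near screen average plus 3 SD, cut at about 150% in these data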;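 also: median GFP channel fluorescence of the gated AGP1 strain per well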
RPL19A-GFP yeast: alters RPL19A-GFP fluorescence in TOR pathway yeast screen | AID 2025 | percent response vs DMSO, % at 10 µM | S. cerevisiae RPL19A-GFP strain, flow cytometry, 3 h; active compounds read low | 330,000 tested, 0.3% active;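 active = percent response vs DMSO below 50%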;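 also: median channel GFP fluorescence of the barcoded RPL19A-GFP strain; ratio of sample median GFP to plate DMSO average so 100% = DMSO; lower means less RPL19A-GFP as with rapamycin TOR inhibition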
GRK2 aptamer HTS: inhibitors of human GRK2 displacing RNA aptamer | inhibition of aptamer binding, % at 10 µM | 330,000 tested, 0.59% active | bead flow cytometry, FAM-aptamer displacement from GRK2 | P25098;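 active = inhibition of aptamer binding above 40%, roughly 3 SD of noise, on plates passing a quality check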;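 also: median bead fluorescence of bound FAM aptamer so fluorescent compounds give negative values; no value below 0 was filed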
Target sequence (P25098 whole entry, looked up): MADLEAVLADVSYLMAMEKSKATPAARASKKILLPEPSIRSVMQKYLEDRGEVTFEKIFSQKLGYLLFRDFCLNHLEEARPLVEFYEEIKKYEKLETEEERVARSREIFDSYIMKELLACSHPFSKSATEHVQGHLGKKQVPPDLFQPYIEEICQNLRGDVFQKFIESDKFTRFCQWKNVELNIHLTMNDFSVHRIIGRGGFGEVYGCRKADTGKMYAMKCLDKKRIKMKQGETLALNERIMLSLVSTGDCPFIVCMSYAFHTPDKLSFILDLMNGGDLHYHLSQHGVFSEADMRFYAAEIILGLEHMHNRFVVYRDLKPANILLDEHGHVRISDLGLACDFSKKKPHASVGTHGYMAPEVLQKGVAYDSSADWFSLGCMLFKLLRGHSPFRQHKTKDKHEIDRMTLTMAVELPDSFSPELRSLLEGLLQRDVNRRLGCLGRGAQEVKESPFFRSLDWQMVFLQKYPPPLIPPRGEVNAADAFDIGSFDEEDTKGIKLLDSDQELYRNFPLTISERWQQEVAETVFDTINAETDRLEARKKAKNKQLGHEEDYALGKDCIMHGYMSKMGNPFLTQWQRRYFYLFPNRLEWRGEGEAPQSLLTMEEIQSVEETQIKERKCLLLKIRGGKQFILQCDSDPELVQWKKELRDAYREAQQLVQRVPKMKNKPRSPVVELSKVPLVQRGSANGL
LAP4-GFP MLPCN: modulators of TOR pathway LAP4-GFP in S. cerevisiae; S. cerevisiae LAP4-GFP multiplex, flow cytometry GFP, 3 h; median GFP as percent of DMSO wells; GFP response vs DMSO, % at 10 µM; 320,000 tested, 0.34% active; AID 2023;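 active = GFP response vs DMSO above a set limit, about the screen mean plus 3 SD, cut at about 150% in these data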
Starred values were filed as active, the others as inactive; nt = not tested or not shown.

SMILES	CIT2 TOR yeast	VLA-4 inh	MEP2-GFP yeast	CR mimetic SO	AGP1-GFP MLPCN	RPL19A-GFP yeast	GRK2 aptamer HTS	LAP4-GFP MLPCN
COc1ccc(NS(=O)(=O)c2cccc(C(=O)NCC(c3ccccc3OC)N3CCCC3)c2)cc1 (stereo not drawn)	99.9	0.3	102.6	100.2	103.1	99.3	0.0	102.6
CCn1c(/N=C/c2ccc(OC)cc2O)nc2ccccc21	109.0	22.3	99.9	96.8	101.4	109.8	2.0	83.8
CCCCCC(=O)NNC1CC(=O)N(c2ccccc2)C1=O (stereo not drawn)	96.7	-0.7	107.7	95.1	103.2	95.4	0.0	111.1
Oc1ccccc1N1CCN(C(=S)NCCc2ccccc2)CC1	112.8	6.0	117.9	114.3	106.1	110.0	0.0	108.1
Cn1cnnc1SCC(=O)NC1CCCCCC1	95.6	2.9	99.8	95.2	98.9	101.6	1.0	102.6
CCCCOc1ccc(N(CC(=O)NC(C)C)C(=O)CCC(=O)Nc2ccccn2)cc1	103.7	23.1	101.6	87.5	101.5	96.9	0.0	97.4
O=C(COC(=O)CCS(=O)(=O)c1ccccc1)Nc1cc(S(=O)(=O)N2CCCCC2)ccc1Cl	104.6	4.0	109.3	90.2	116.4	107.6	2.0	117.5
O=C(c1ccc(COc2ccccc2)o1)N1CCN(S(=O)(=O)c2ccccc2Cl)CC1	93.7	-1.3	99.3	87.5	94.6	94.2	3.0	96.9
O=C(O)c1ccc(S(=O)(=O)NCc2cccnc2)cc1	107.0	12.8	114.9	77.2	104.9	101.4	0.0	101.4
CC(=O)Nc1cccc(C(=O)N/N=C/c2cccc(C)n2)c1	103.5	-4.5	102.7	106.4	105.2	105.7	0.0	96.8
CN(CCc1ccccn1)C(=O)CCC1CCCN(C(=O)c2cscn2)C1 (stereo not drawn)	101.4	6.2	105.4	99.6	102.6	106.4	0.0	92.1
O=C(O)c1ccc(NC(=O)c2cccc(NC(=O)c3cccs3)c2)cc1	94.4	0.5	99.5	102.1	95.6	109.9	0.0	73.2
COc1ccc(/C=C/C(=O)OCC(=O)NC2CCCC(C)C2C)c(OC)c1 (stereo not drawn)	90.4	0.3	96.2	105.6	92.8	100.0	0.0	95.0
O=C(O)c1ccc(-c2ccco2)n1Cc1ccccc1	97.6	21.8	101.5	104.8	93.5	98.5	16.0	104.2
CCOC(=O)c1c(-c2ccc(F)cc2)csc1NC(=O)c1c(-c2ccccc2)noc1C	102.0	14.9	111.1	90.1	100.8	103.7	2.0	99.7
COCCC(=O)N1CCC(Oc2ccc(C(=O)NCCSC)cc2)CC1	104.3	3.2	104.7	105.4	100.6	102.7	0.0	92.9
CCCCOc1ccc(C(=O)NCC(=O)NC2CCC(C)CC2)cc1 (stereo not drawn)	96.2	-11.8	107.3	105.2	93.2	90.7	0.0	97.9
COc1ccc(OCC(=O)c2c(O)c3ccccc3oc2=O)cc1	88.5	14.9	99.1	105.8	96.5	97.3	1.0	101.3
O=C1CC(c2ccccc2)CC(O)=C1C=NC1CCCCCC1 (stereo not drawn)	80.9	17.9	105.3	90.9	82.1	95.8	0.0	99.5
CC(C)CC(NC(=O)OC(C)(C)C)C(=O)NCc1ccccc1 (stereo not drawn)	101.8	2.3	107.7	95.8	109.7	103.0	0.0	99.7

3 compounds from above, showing only GRK2 aptamer HTS.
mol	GRK2 aptamer HTS
COc1ccc(/C=C/C(=O)OCC(=O)NC2CCCC(C)C2C)c(OC)c1 (stereo not drawn)	0.0
O=C(O)c1ccc(-c2ccco2)n1Cc1ccccc1	16.0
CCOC(=O)c1c(-c2ccc(F)cc2)csc1NC(=O)c1c(-c2ccccc2)noc1C	2.0

Next part
SMILES	CIT2 TOR yeast	VLA-4 inh	MEP2-GFP yeast	CR mimetic SO	AGP1-GFP MLPCN	RPL19A-GFP yeast	GRK2 aptamer HTS	LAP4-GFP MLPCN
C=CCOc1ccc(/C=C/C(=O)OCC(=O)N2CCN(C(C)=O)CC2)cc1	101.3	6.3	101.2	104.3	99.3	100.8	0.0	88.7
CCCc1nnc(NC(=O)c2c(O)c3c([nH]c2=O)CCCC3)s1	106.9	7.2	106.3	105.6	104.4	108.5	1.0	111.8
COc1ccccc1-c1noc(CCC(=O)Nc2ccccc2Cl)n1	102.3	10.4	96.0	104.6	101.9	100.0	0.0	101.1
CCOC(=O)c1[nH]c(C)c(C(=O)OCC(=O)Nc2sc3c(c2C#N)CCCCC3)c1C	nt	11.2	108.4	91.8	104.1	100.2	4.0	102.6
Cc1ccc(-c2nc(NCc3ccco3)n(C(=O)c3ccco3)n2)cc1	96.0	-4.9	93.9	88.6	94.1	95.8	0.0	90.7
CC(=O)Nc1cc2c(cc1NC(=O)Cn1nc(-c3ccc(F)cc3)ccc1=O)OCCO2	104.5	-2.8	100.4	96.0	100.2	96.5	2.0	92.8
COCCNC(=O)c1ccc2c(c1)nc(C)n2-c1cccc(Cl)c1	102.3	9.7	108.3	100.7	98.4	106.9	nt	95.0
Cc1ccc(C(=O)Nc2cccc(C(=O)NCc3ccccc3)c2)cc1	84.3	13.5	140.2	91.6	108.0	109.8	0.0	117.0
Cc1cn(Cc2ccccc2)c(=O)[nH]c1=O	68.4	2.5	94.2	112.1	76.7	107.9	0.0	92.1
COc1ccccc1C(=O)N1CCN(c2cccc(Cl)c2)CC1	103.4	0.7	102.7	95.5	104.3	100.2	2.0	106.7
Brc1cccc(CNc2nc3ccccc3n2CCN2CCCCC2)c1	89.6	17.8	95.4	92.3	96.1	91.1	0.0	99.6
COc1ccccc1NC(=O)N1CCN(Cc2ccc3c(c2)OCO3)CC1	101.6	-1.7	94.6	95.9	101.4	97.5	3.0	101.5
COc1ccc(CN(CC(=O)NC(C)C)C(=O)CCC(=O)Nc2nccs2)cc1	112.6	3.0	110.4	108.7	97.7	98.4	0.0	98.6
O=[N+]([O-])c1cccc(NNS(=O)(=O)c2ccccc2F)c1	129.9	17.8	102.3	89.0	87.0	104.7	3.0	82.2
CCN1CCN(c2cc3c(cc2F)c(=O)c(S(=O)(=O)c2ccccc2)cn3C)CC1	94.7	-6.4	86.6	98.4	95.4	88.7	1.0	86.5
COc1ccccc1C(=O)Nc1onc(C)c1C#N	99.2	2.6	92.8	105.8	94.8	102.8	2.0	90.8
O=C(C1CCCCC1)N1CCN(S(=O)(=O)c2cccc([N+](=O)[O-])c2)CC1	107.4	11.3	109.5	111.6	101.1	101.7	0.0	106.5
CCN(CC)CCCCCC(=O)Nc1ccccc1C(=O)Nc1ccccc1	109.9	10.1	104.3	92.2	106.4	106.5	1.0	96.8
CC1(C)OC(=O)C(=C2CCCN2)C(=O)O1	98.2	16.3	103.2	96.5	101.8	93.9	0.0	93.9
CC1(C)CC(N(Cc2cccs2)C(=O)c2ccco2)CCO1 (stereo not drawn)	106.5	16.4	107.7	92.0	105.7	100.9	2.0	99.7
Clc1cccc(OCCn2ccnc2)c1	105.3	0.8	106.8	95.6	99.2	108.3	5.0	99.7
O=C(c1ccco1)N1CCN(C(=S)Nc2ccc(Br)cc2Cl)CC1	92.8	1.6	94.7	105.9	91.8	106.2	3.0	72.1
CC(C)c1nnc(NC(=O)C2CCCO2)s1 (stereo not drawn)	99.5	-11.2	99.4	97.2	95.0	96.4	0.0	98.4
N#Cc1c(N)nc2c3c(sc(=N)c2c1N)NC(=O)CC3c1ccccc1Cl (stereo not drawn)	92.0	-5.7	100.3	117.3	96.6	98.0	2.0	99.2
CCCn1nnc(NC(=O)c2ccc(Br)cc2)n1	74.8	40.2	91.7	97.1	77.9	115.5	0.0	84.6
CCc1cc(C(=O)c2ccccc2OC)c(N)s1	90.8	0.0	100.1	124.7	93.3	97.0	0.0	102.5
CC(=O)/C=C(\C)N=Nc1c(O)[nH]c2ccccc12	86.3	-1.9	91.5	101.8	99.6	93.5	0.0	113.6
Cc1cc(-c2nnc(SCC(=O)Nc3cccc(C)c3C)n2N)n[nH]1	97.3	7.5	99.0	90.4	98.8	99.2	2.0	88.9
Cc1ccc(N2CC(C(=O)OCC(=O)c3ccc(C)c([N+](=O)[O-])c3)CC2=O)cc1 (stereo not drawn)	94.3	-2.6	104.3	92.9	106.1	97.4	1.0	112.0
COC(=O)c1[nH]c2ccccc2c1NS(=O)(=O)c1ccc(F)c(C)c1	100.2	4.0	99.0	96.8	95.5	98.6	0.0	91.5
O=C(O)CN1C(=O)c2cccc3c(Br)ccc1c23	101.7	0.2	102.5	104.2	102.2	103.6	0.0	97.6
Cc1nn(Cc2noc(C(=O)NCC3CCCO3)n2)c(C)c1Br (stereo not drawn)	103.7	-19.9	103.7	99.7	94.8	102.9	0.0	88.3
COCCn1nnnc1C(c1ccccn1)N1CCN(c2cc(Cl)ccc2C)CC1 (stereo not drawn)	91.0	5.9	104.6	89.3	105.7	100.5	97.0*	103.2
Cc1ccc(C(=O)Nc2nnc(C)s2)o1	100.2	-26.6	108.4	102.9	95.1	95.6	1.0	101.7
CCC(=O)N1CCN(c2ccc(NC(=O)COc3ccc(C)cc3C)cc2)CC1	92.6	-2.9	100.7	102.6	88.1	97.0	1.0	108.4
Nc1c(C(=O)Nc2ccccc2F)sc2nc(-c3cccnc3)ccc12	72.3	-5.8	101.5	87.3	87.4	93.3	0.0	113.5
CCc1ccccc1N(CC(=O)OC)S(C)(=O)=O	89.4	2.1	92.3	89.8	94.4	94.3	0.0	97.1
Clc1cccc(CN2CCCCCCC2)c1Cl	97.6	14.8	98.8	96.2	99.6	100.7	0.0	101.7
CCOC(=O)/C(C#N)=C(\N)C(C)C(=O)Nc1ccccn1 (stereo not drawn)	96.2	1.4	96.7	97.2	95.5	91.9	2.0	90.7
CN(/N=C/c1cc(Cl)ccc1O)C1=NS(=O)(=O)c2ccccc21	95.4	2.1	100.7	111.9	89.8	100.3	0.0	86.7

By substructure: the compounds so far containing an aryl thioether with sulfur outside any ring.
SMILES	CIT2 TOR yeast	VLA-4 inh	MEP2-GFP yeast	CR mimetic SO	AGP1-GFP MLPCN	RPL19A-GFP yeast	GRK2 aptamer HTS	LAP4-GFP MLPCN
Cn1cnnc1SCC(=O)NC1CCCCCC1	95.6	2.9	99.8	95.2	98.9	101.6	1.0	102.6
Cc1cc(-c2nnc(SCC(=O)Nc3cccc(C)c3C)n2N)n[nH]1	97.3	7.5	99.0	90.4	98.8	99.2	2.0	88.9

(list continues)
SMILES	CIT2 TOR yeast	VLA-4 inh	MEP2-GFP yeast	CR mimetic SO	AGP1-GFP MLPCN	RPL19A-GFP yeast	GRK2 aptamer HTS	LAP4-GFP MLPCN
C/C(CC(=O)Nc1ccccc1[N+](=O)[O-])=N\NC(=O)COc1ccccc1C	nt	6.6	95.1	97.8	90.0	91.1	0.0	80.6
CC(C)N1CCC(N2CCN(Cc3cc4c(cc3Cl)OCO4)CC2CCO)CC1 (stereo not drawn)	83.4	5.0	99.6	116.6	90.8	93.7	0.0	91.3
O=c1c2ccccc2sn1-c1cc(S(=O)(=O)N2CCOCC2)ccc1N1CCOCC1	99.5	11.5	97.7	109.1	104.5	97.6	0.0	94.6
Cc1sc(N/N=C/C=C/c2ccccc2)nc1-c1ccccc1	85.0	6.7	98.8	98.1	97.3	97.4	0.0	101.3
Cc1ccc(OCC(=O)Nc2ccc(F)cc2)c([N+](=O)[O-])n1	105.5	-9.6	108.0	88.3	107.2	104.2	3.0	110.6
Cn1c(SCC(=O)N2CCN(S(=O)(=O)c3ccccc3)CC2)nc2ccccc21	100.7	13.0	104.2	80.7	nt	96.0	2.0	108.2
Cc1ccccc1NS(=O)(=O)c1ccc(C(=O)NCC(c2ccco2)N(C)C)cc1 (stereo not drawn)	99.5	10.6	96.1	85.5	103.5	94.7	0.0	91.9
COCCCNC(=O)c1ccc(N2CCCC2)c(NS(=O)(=O)c2ccc(C)cc2)c1	101.6	4.5	101.6	109.5	102.0	98.8	4.0	106.7
COc1ccccc1CCCNC(=O)C1CCC(=O)N(CCc2cccc(F)c2)C1 (stereo not drawn)	106.1	4.4	95.5	100.5	100.3	102.9	4.0	85.8
COc1cc(NC(=S)N(C)C)c(OC)cc1Cl	81.8	0.0	96.2	102.3	92.7	93.3	1.0	103.4
